# Source: PubChem
# GLP-1R inv ag: inverse agonists of human GLP-1 receptor. P43220. HEK293 GLP-1R CRE-luciferase, luminescence, 24 h; GLP-1R form is constitutively active. Potency, µM (titrated, usually from 38.3 µM), for inactives: at the highest dose activity change, negative = inhibition, most hits filed as inhibitors. hit rate 1.6% among 410,000. AID 624417; further: on the % scale 0 is the no-effect control and ±100 the full control effect; nearly all actives have a fitted effect of over 55% in size
# Target sequence (P43220 whole entry, looked up): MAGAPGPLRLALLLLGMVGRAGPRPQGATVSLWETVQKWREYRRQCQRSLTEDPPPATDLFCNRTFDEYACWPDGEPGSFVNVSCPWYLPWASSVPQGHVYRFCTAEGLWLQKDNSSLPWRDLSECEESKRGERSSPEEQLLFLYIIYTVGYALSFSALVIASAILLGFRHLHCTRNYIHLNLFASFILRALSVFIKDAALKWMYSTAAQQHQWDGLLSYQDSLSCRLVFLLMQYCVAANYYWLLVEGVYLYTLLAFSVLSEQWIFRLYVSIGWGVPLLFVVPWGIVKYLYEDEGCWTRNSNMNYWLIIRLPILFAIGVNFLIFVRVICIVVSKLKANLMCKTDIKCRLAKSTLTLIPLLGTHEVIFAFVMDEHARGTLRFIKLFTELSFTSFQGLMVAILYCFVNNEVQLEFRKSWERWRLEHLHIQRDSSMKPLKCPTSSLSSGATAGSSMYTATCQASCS
#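 HEK293 cells stably co-expressing a cAMP-responsive luciferase reporter and constitutively active GLP-1R were seeded, incubated 12 h, then exposed to compounds for 24 h at 37 C. Luminescence was read 12 min after detection reagent; inverse agonists lower signal.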
# KB-V1 MDR tox: KB-V1 MDR subline cytotoxicity; Potency, µM (series often up to 46.1 µM), inactives show at the highest dose activity change, negative = cytotoxicity, hits mostly cytotoxic; hit rate 3.4% among 400,000; KB-V1 MDR cells viability, CellTiter-Glo, 72 h; further: on the % scale 0 is the no-effect control and ±100 the full control effect; nearly all actives have a fitted effect of over 60% in size
#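 Luminescent ATP read-out (CellTiter-Glo, 10 min) measures survival of drug-selected KB-V1 MDR cells after 72 h, 37 degrees C compound exposure. Medium: phenol-red-free DMEM, 10% FBS. Values from fitted concentration-response curves.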
# GLP1R ag: GLP-1 receptor (human) agonism. AID 624172. Potency, µM (top dose mostly 45.6 µM), without a hit: at the top dose activation, hits mostly activators. HEK293 GLP-1R CRE-luciferase, luminescence, 4-6 h; cells express a hypersensitive GLP-1R form. P43220. hit rate 0.007% among 380,000; further: % of control where 0% means no effect
# SW480 rereplic: DNA re-replication induction in SW480 cells; hit rate 1.8% among 340,000; Potency, µM (doses to about 46.1 µM), for the others: at the highest dose re-replication activation, most hits filed as activators; AID 624297; SW480 DNA re-replication, Hoechst DNA content imaging, 48 h; further: % of control where 0% means no effect; nearly all actives have a fitted effect of over 55% in size
#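 First, 250 cells per well were seeded. Next, compound or vehicle (23 nL) was pinned in, plates sat 48 hr at 37 C. Finally Hoechst was added for 40 min before fluorescence scanning.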
# HT1080 IDH1KD tx: kills HT-1080 cells with IDH1 knockdown; Potency, µM (highest dose often 46.1 µM), without a hit: top-dose activity, negative = toxicity, actives largely listed as cytotoxic; HT-1080 IDH1 knockdown viability, ATP luminescence, 48 h; hit rate 2% among 360,000; AID 686971;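 further: 0% = DMSO wells and -100% = cell-free medium wells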
#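 Cytotoxicity counter-line: IDH1KD HT-1080, 48 h, CellTiter-Glo. Curves classed by r2, magnitude and activity.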
# HEK293 tox: cytotoxicity in counter-screen for GLP-1R inverse agonists; hit rate 0.13% among 410,000; HEK293 cAMP-luciferase reporter cells, luminescence, 24 h; Potency, µM (titrated, usually from 38.3 µM), inactives show at the highest dose activity change, negative = inhibition, most hits filed as inhibitors;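 further: loss of luciferase light is scored as toxicity; on the % scale 0 is the no-effect control and ±100 the full control effect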
#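 A 23 nL compound transfer followed 12 hours of cell culture at 37 deg C; exposure then lasted 24 hr. Luciferase assay detection reagent was dispensed and plates read for luminescence after a 12 min room-temperature wait.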
# KB-3-1 tox: KB-3-1 parental cell cytotoxicity; Potency, µM (highest dose often 46.1 µM), for inactives: top-dose activity change, negative = cytotoxic, usual class: cytotoxic; KB-3-1 viability, CellTiter-Glo ATP luminescence, 72 h; hit rate 1.4% among 400,000; AID 1347075; further: on the % scale 0 is the no-effect control and ±100 the full control effect; nearly all actives have a fitted effect of over 60% in size
#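 Cytotoxicity in the drug-sensitive parental line KB-3-1 was scored as loss of CellTiter-Glo luminescence following 72 h incubation with compound. Values come from curve fitting of normalized concentration-response data.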
# TDP-43 yeast inh: inhibitors of TDP-43 toxicity in yeast; TDP-43 expressing yeast growth rescue, BacTiter-Glo, 24 h; AID 652104; hit rate 1.8% among 410,000; Potency, µM (titrated, usually from 46.1 µM), for inactives: top-dose growth rescue (activation), usual class: activators; further: % of control where 0% means no effect; nearly all actives have a fitted effect of over 50% in size
#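 Cell-based yeast growth screen: TDP-43 expression induced in galactose, inoculum OD600=0.02 after raffinose pregrowth to mid-log. Read-out BacTiter-Glo luminescence at 24 hr, 30 deg C; inhibition of toxicity seen as signal increase.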
# HT1080-NT tox: kills 2HG-producing HT-1080-NT fibrosarcoma cells | HT-1080-NT fibrosarcoma viability, CellTiter-Glo ATP luminescence, 48 h | Potency, µM (top dose mostly 46.1 µM), without a hit: at the highest dose activity, negative = less viability, most hits filed as cytotoxic | hit rate 1.6% among 360,000 | AID 686970;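 further: NT is the 2HG producing partner of a matched IDH1 knockdown line; 0% = DMSO-treated cells and -100% = media-only wells without cells; nearly all actives have a fitted effect of over 55% in size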
#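 Compounds were tested in concentration-response format on HT-1080-NT cells for 48 hours at 37 degrees C. Cell viability came from CellTiter-Glo luminescence; curves were classified by r2, response magnitude and activity.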
# * hit, by the source's call; u = inconclusive; x = not tested or not shown; & = joins results of further samples; [ ] = remark or other dose. The call rests on the fitted dose curve; in most records, active means well fitted curve in the direction sought with a large enough effect; inconclusive means small, poorly fitted or top-dose-only effect, or another doubt; inactive means no such curve, though single readings can be large; an effect the other way counts as inactive or inconclusive. Potency means the concentration at half of the fitted maximal effect.
# Below each compound: GLP-1R inv ag | KB-V1 MDR tox | GLP1R ag | SW480 rereplic | HT1080 IDH1KD tx | HEK293 tox | KB-3-1 tox | TDP-43 yeast inh | HT1080-NT tox
Cc1ccc2ncccc2c1[N+](=O)[O-]
    15% | 4% | 10% | -5% | 19% | 1% | -2% | -7% | -1%
CCCC(=O)N1CCN(c2nc3ccc(Br)cc3s2)CC1
    -18% | -5% | 18% | 23% | u | -11% | u | u | u
O=C(CCn1ccc2ccccc21)Nc1ccc(N2CCOCC2)cc1
    0% | -4% | 2% | 7% | -1% | 8% | 0% | 6% | -5%
O=C(O)C(CCCCN1C(=O)c2ccccc2C1=O)N1C(=O)c2ccccc2C1=O (stereo not given)
    10% | 19% | -16% | 1% | 11% | -2% | 10% | 9% | 8%
CCC(=O)N1c2ccccc2CC1C(=O)NCCc1ccccc1Cl (stereo not given)
    15% | 11% | x | x | x | 0% | -1% | -8% | x
CC(NC(=O)CN1C(=O)NC(C)(C2CC2)C1=O)c1ccc(F)cc1 (stereo not given)
    0% | 13% | 10% | u | 9% | 1% | 2% | 0% | 4%
Cc1cc(C(=O)OCC(=O)NCc2ccc(Cl)cc2Cl)c(C)o1
    16% | 3% | 8% | u | 6% | -3% | 11% | 5% | 5%
Cc1ccc(CN2CCCn3nc(C(=O)NCCc4ccccc4Cl)cc3C2=O)cc1
    u | -7% | x | x | x | -1% | -13% | u | x
Cc1noc(C)c1-c1ccc2ncnc(NCC3CCCCN3C)c2c1 (stereo not given)
    x | -19% | -3% | -12% | x | x | 0% | x | x
CN1CCC(N2CCN(C3CN(Cc4ccccc4)S(=O)(=O)C3)CC2)CC1 (stereo not given)
    -12% | 29% | 2% | x | 5% | 1% | 0% | 19% | u
Cn1cccc1Cc1nnc(SCC(=O)NCc2ccco2)n1-c1ccc(F)cc1
    -3% | 0% | 7% | -1% | 21% | 6% | 0% | -1% | 5%
O=C(CSc1ncnc2c1oc1ccccc12)N1CCCc2ccccc21
    1% | 2% | -5% | -6% | -1% | 2% | 1% | -9% | 1%
COc1ccccc1OC(C)C(=O)Nc1ccc2c(c1)n(C)c(=O)n2C (stereo not given)
    69%[activator] | -1% | 16% | u | -1% | -4% | 7% | 28% | -2%
O=C1[C@H]2[C@@H](c3ccc(Cl)cc3)N3C(=O)N(c4cccc(Cl)c4)C(=O)[C@@]3(Cc3ccccc3)[C@H]2C(=O)N1C1CCCCC1
    u | 2% | -1% | -5% | 9% | 0% | -4% | 13% | 4%
O=C1CC(c2ccccc2)n2nc(N3C(=O)CCC3=O)nc2N1 (stereo not given)
    15% | 15% | -20% | 5% | -3% | 19% | 1% | -2% | -3%
CCOc1ccc(-c2noc(CCC(=O)O)n2)cc1
    9% | 9% | 4% | 4.1µM* | 6% | 3% | 0% | 32µM* | 3%
CC(C)CCn1nnnc1CN1CCN(c2ccccc2)CC1
    -12% | -27% | 8% | 0% | 10% | 11% | 4% | 17% | 8%
N#Cc1nc(/C=C/c2ccc(F)cc2)oc1N1CCN(c2ccccc2)CC1
    5% | 8% | x | x | x | -6% | 7% | 3% | x
Cc1ccc(O)c(NC(=O)c2onc(C)c2Cl)c1
    22% | 5% | 13% | 4% | 0% | -1% | 1% | -11% | -3%
COc1ccc(CN(CC(=O)NCC2CCCO2)C(=O)CNS(=O)(=O)c2ccc(C)cc2)cc1 (stereo not given)
    0% | 19% | 0% | -3% | 3% | -20% | 12% | -8% | 4%
CC(C)[C@H]1CC[C@@H](C)C(C(=O)c2ccccc2)C1=O (stereo not given in full)
    -3% | -6% | -2% | -146%[inhibitor] | 19% | -1% | 4% | -2% | 0%
COC(=O)c1c(NC(=O)COC(=O)c2ccccn2)sc(C)c1C
    17% | -20% | -2% | 0% | -1% | 1% | 0% | 9% | -5%
COc1ccc(C/C(C)=N/NC(=O)c2cc(C)oc2C)cc1
    19% | -7% | 22% | -4% | -5% | 75%[activator] | 16% | -10% | -3%
C[C@@]12C(=O)Nc3ccccc3C(=O)N1[C@H]1c3cc(Cl)ccc3OC[C@@H]1[C@@H]2c1ccccc1
    u | u | -8% | u | 18µM* | 1% | u | u | u
Cc1c(Cl)cccc1NC(=O)CSc1nc2ncc(Cl)cc2[nH]1
    7% | -11% | 1% | -8% | 6% | -5% | -12% | 17% | 3%
CCOc1ccc(OCCC(=O)OCC(=O)N2CCN(c3ccc(OC)cc3)CC2)cc1
    18% | -2% | 1% | -1% | 3% | -11% | -1% | -16% | 4%
CC1(C(=O)NC2CCCCCCC2)CCC(=O)N1Cc1cccnc1 (stereo not given)
    0% | 3% | 2% | -7% | 2% | 0% | -2% | -11% | 0%
COc1ccc(/C=N/NC(=O)c2nonc2C)cc1
    20% | 11% | -16% | 3% | 10% | 0% | 6% | -13% | 9%
O=C(CSc1ccc(C(F)(F)F)cc1[N+](=O)[O-])N1CCOCC1
    -6% | -13% | 4% | 4% | -5% | 4% | -1% | 13% | -13%
O=C1C=C(c2cccc(CO)c2)C[C@@H](c2ccc3c(c2)OCO3)C1
    10% | -3% | 5% | -1% | 0% | 6% | -1% | 20µM* | 0%
CC(=O)c1ccc(C(=O)N2CCCC(CNC(=O)c3ccccc3Cl)C2)cc1 (stereo not given)
    21% | -18% | -7% | -9% | 10% | 7% | 0% | 0% | -1%
O=C(c1cnn(Cc2ccccc2)c1)N1CCN(S(=O)(=O)/C=C/c2ccccc2)CC1
    -22% | -3% | 4% | -17% | 5% | 2% | 0% | -4% | -6%
COc1ccc(C(=O)NCCCSc2ccccc2)cc1F
    u | -10% | 17% | -17% | 1% | -2% | -2% | 1% | 18%
CCN(C(=O)CCS(=O)(=O)c1ccc2c(c1)oc(=O)n2C)c1ccc(OC)cc1
    10%&3% | 14%&6% | -2% | -8% | 0% | -4%&2% | 1%&-6% | -4%&2% | 12%
Cc1cc(C(=O)OCC(=O)Nc2ccccc2)c(C)o1
    2% | -3% | -2% | 10%[1.84 µM] | 27% | -10% | -19% | x | 2%
Cc1c(NC(=S)/C=C2\N(C)c3ccccc3C2(C)C)c(=O)n(-c2ccccc2)n1C
    4% | 23µM* | 2% | 3% | -19% | u | 0% | -21% | -13%
O=[N+]([O-])c1cc(CN2CCCCCC2)ccc1O
    1% | u | 5% | -24% | 16% | 3% | 9% | -30% | 12%
COc1ccc(N2CC(C(=O)Nc3nc4ccc(OC)cc4s3)CC2=O)cc1 (stereo not given)
    u | -27% | 0% | -3% | -16% | -1% | -13% | u | -20%
O=C(Nc1ccc(S(=O)(=O)N2CCCC2)cc1)C1CC(=O)N(CCc2ccccc2)C1 (stereo not given)
    -23% | 11% | -2% | x | -11% | 5% | -9% | 15% | -6%
Cc1ccc(C)c(NC(=O)COC(=O)Cn2c(C)csc2=O)c1
    17% | -11% | 0% | 1% | -5% | -1% | -2% | 0% | -7%
N#CCCN(C(=O)COC(=O)CCC(=O)c1cccs1)c1ccccc1
    8% | 0% | -7% | -33%[inhibitor] | 11% | 4% | 21% | 4% | 2%[9.24 µM]
CCOCc1nnc(NC(=O)c2ccc(NC(C)=O)cc2)s1
    3% | 0% | 3% | 0% | 17% | -3% | 16% | 3% | -11%
CCC(=O)N1CCc2cc(S(=O)(=O)NC(C(=O)NCCc3ccccc3)C(C)C)ccc21 (stereo not given)
    3% | -17% | x | x | x | -1% | -3% | -25% | x
COC(=O)c1c(NC(C)=O)sc(C)c1C
    7% | 7% | 14% | -9% | 6% | 3% | 10% | -7% | 24%
COc1cccc(-c2ccc3ncnc(NCc4cccs4)c3c2)c1
    x | -11% | -5% | u | x | x | -2% | x | x
COc1ccc(S(=O)(=O)N2CCCCCC2)cc1C(=O)N1CCCC(C(F)(F)F)C1 (stereo not given)
    -11% | u | 4% | -1% | -14% | 9% | 12% | 27% | -2%
CC(C)CC(=O)Nc1nnc(S(=O)(=O)N(C)c2ccc(Cl)cc2)s1
    u | 0% | 13% | -10% | 0% | -18%&-5% | -1% | 15%&0% | 3%
C=CCCCCCCCCC(=O)NNC1=CC(=O)CC(C)(C)C1
    u | 7% | -10% | -1% | 4% | -9% | -4% | 1% | -2%
CCCCNC(=S)NC(=O)c1ccc([N+](=O)[O-])cc1
    u | 0% | 1% | -5% | -5% | u | 18% | u | 12%
COc1ccc(/C=N/NC(=O)c2ccc(COCC(F)(F)C(F)F)cc2)cc1
    -15% | u | -16% | -19% | -8% | -10% | -3% | 12% | 4%

# Additional compounds follow.
# Below each compound: GLP-1R inv ag | KB-V1 MDR tox | GLP1R ag | SW480 rereplic | HT1080 IDH1KD tx | HEK293 tox | KB-3-1 tox | TDP-43 yeast inh | HT1080-NT tox
O=C(CC1NCCNC1=O)Nc1cccc(F)c1 (stereo not given)
    8% | -4% | 0% | x | x | 6% | 17% | 15% | x
O=C(NCC1CCCO1)c1cc2c(s1)CCC2 (stereo not given)
    7% | 14% | 5% | 5% | -3% | 3% | 22% | 21% | 3%
O=C(c1coc(=O)c(Br)c1)N1CCCc2ccccc21
    -8% | 11% | 5% | 1% | 0% | -2% | -17% | 3% | 4%
CCC(Cc1ccccc1)NC(=O)C1=C(C)C(=O)OC12CCC(C)CC2 (stereo not given)
    -28% | 6% | 12% | 2% | 4% | -5% | 0% | -10%[0.397 µM] | 8%
NC(=O)Cn1c(=O)n(Cc2ccccc2)c(=O)c2cccnc21
    15% | 9% | 11% | -6% | 5% | -3% | 2% | 17% | 11%
COC(=O)c1ccccc1NC(=O)c1cc(C)nc2c1c(C)nn2-c1ccc(C)cc1
    10% | 14% | x | x | x | 11% | 3% | 0%[9.22 µM] | x
